Bioassay records deposited in PubChem by several laboratories.
KLF5 inh = inhibitors of KLF5 expression; DLD-1 KLF5 promoter-luciferase reporter, luminescence; inhibition, % at 5 µM; 0.23% of 290,000 active; AID 1700;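 active means inhibition above a per-plate limit of that plate's mean compound inhibition plus 3 SD, cut at about 60% in these data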;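 further: 0% = DMSO wells and 100% = LY294002 at 200 µM; higher means less KLF5 promoter-driven luciferase light; inactives centre near -14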
HSF1 inhib = HSF1 inhibition. 0.77% of 300,000 active. activity change, negative = inhibition, % at 7.5 µM (by protocol). NIH3T3-HGL HSE-luciferase, MG132-induced, luminescence 8 h; stronger effect = lower value;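 active means more than half of replicate wells show activity change below -50%, luminescence cut by over half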;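 further: luciferase reports HSF-1 transcriptional activity via heat shock element; 0% = median of DMSO wells and -100% = zero luminescence signal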
aSyn 5UTR inh = 5' untranslated region of α-synuclein, MLPCN primary screen; alpha-synuclein 5'UTR reporter, inhibitor activity; inhibition, % (tested at 7.5 µM); 0.82% of 300,000 active; in the data active means inhibition above about 60%;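 further: H4 neuroglioblastoma cells stably carrying SNCA 5'UTR luciferase fusion; 0% = DMSO wells and 100% = positive control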
AI-2 QS mod = Vibrio harveyi AI-2 quorum sensing modulation; Vibrio harveyi JMH597 AI-2 luminescence/OD600 ratio, 9 h; stronger effect = lower value; strain lacks LuxN and CqsS sensors; 0 = neutral-control median; activity change, % at 7.5 µM; 0.4% of 300,000 active; AID 2094; in the data active means activity change below about -75%, passing the limit was not always enough;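 further: luminescence divided by OD600 gain over 9 h not by final OD600 alone; inactives centre near 13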
HSF-1 act = increases HSF-1 driven luciferase reporter signal; NIH3T3-HGL HSF-1 luciferase reporter, MG132, 8 h; 100% = twice DMSO control signal; 1.7% of 300,000 active; activation, % at 9 µM; AID 504408;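 active means mean replicate activation of at least 50% with a set share of replicates each reaching 50%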;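 further: 0% = median of the neutral control wells and 100% = twice that signal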
HSP90 inh = blocks HSP90-mediated luciferase refolding in reticulocyte lysate; Rabbit reticulocyte lysate, luciferase refolding luminescence, 3 h; inhibition, % at 5.6 µM; 0.91% of 290,000 active; AID 1789;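 active means inhibition above the screen-wide mean plus 3 SD, computed separately per campaign, cut at about 16% in these data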;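 further: 0% = DMSO wells and 100% = 60 µM geldanamycin wells; inhibitors lower the luminescence because luciferase stays unfolded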
Platelet DG rel = modulates dense granule release in human platelets. inhibition, %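 (compounds screened at 7.5 µM in platelet-rich plasma)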. AID 1663. human platelet-rich plasma, SFLLRN dense granule ATP release, luminescence. 0.22% of 300,000 active;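 active means mean replicate score, as percent of positive control, at or above 50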
SKKanGAS inh = inhibitors of SKKanGAS S. pyogenes growth in kanamycin (SK-promoter or general growth effect); BacTiter-Glo, 6 h; inhibition, % at 7.5 µM; 1.3% of 300,000 active;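 active means mean replicate score, as percent of positive control median, at least 50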;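 further: strain carries kanamycin resistance gene driven by streptokinase promoter and grows in 40 µg/ml kanamycin; loss of luminescence reflects streptokinase promoter inhibition or plain growth inhibition; 0% = median of DMSO wells and 100% = positive control at its reference dose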
HIF act = HIF pathway transcriptional activation; 0.32% of 300,000 active; U2OS HRE-luciferase reporter, luminescence; normalized: DMSO 0%, desferrioxamine 100%; activation, % at 7.5 µM (by protocol);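 active means mean activation of at least 10% of the iron chelator positive control signal, with at least half of replicates also reaching 10%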
IEC-6 cytotox = IEC-6 cytotoxicity, counter-screen for KLF5 inhibitors; inhibition, % at 5 µM; 0.78% of 290,000 active; luminescence viability; in the data active means inhibition above about 22%;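 further: 0% = plate median of test compound wells and 100% = cytotoxic reference compound wells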
* marks the source's active call; other numbers are inactive results; x = no result given.

SMILES	KLF5 inh	HSF1 inhib	aSyn 5UTR inh	AI-2 QS mod	HSF-1 act	HSP90 inh	Platelet DG rel	SKKanGAS inh	HIF act	IEC-6 cytotox
CCN(CC)c1ccc(/C=C/c2cc(-c3ccccc3)c3ccccc3n2)cc1	2	-15	-1	25	0	12	-3	9	-29	-6
Cc1cc(NC(=O)CCC(=O)N(CC(=O)NCC2CCCO2)c2ccc(C(C)C)cc2)no1 (stereo not given)	-6	-5	6	3	-20	2	3	-4	0.2	5
COc1ccc(C2/C(=C(/O)c3ccccc3)C(=O)C(=O)N2c2ccccn2)cc1OC (stereo not given)	-42	6	-10	15	1	2	5	-1	0.1	5
CCCCN(Cc1ccccc1)S(=O)(=O)c1ccc2c(c1)n(C)c(=O)c(=O)n2C	-59	-3	-4	13	-4	0	4	-1	-0.4	1
Cc1ccc(Nc2nc(-c3c(C)nc4ccccn34)cs2)cc1	87*	-9	44	5	-11	3	-3	-6	0.3	94*
Cc1nc2nc(-c3ccccc3)cn2nc1C	-47	10	31	16	2	4	19	0	0.6	0
O=C(Cn1cnc(S(=O)(=O)N2CCCC2)c1)Nc1ccccc1	2	3	10	22	-2	-4	-45	0	0.0	-1
Nc1ccc(OCCCc2c(N)nc(N)nc2N)cc1	-34	-3	8	15	-7	0	6	0	-0.3	-2
CC(C)(C)c1nnc(NS(C)(=O)=O)s1	-4	-5	34	51	-15	1	11	7	0.0	0
Cc1ccc(CNC(=O)Nc2ccccc2)n1C	-13	-3	-29	-68	-4	0	1	4	3.0	9
O=C(O)CCNC(=O)COc1ccc2c3c(c(=O)oc2c1)CCCC3	-28	11	6	4	-2	1	1	-2	1.7	0
C=CCn1c(-c2oc3nc(-c4ccccc4)cc(-c4ccccc4)c3c2N)n[nH]c1=S	-15	4	12	4	-9	-4	0	22	0.0	4
Cc1csc(=O)n1CC(=O)OCC(=O)Nc1cc([N+](=O)[O-])ccc1Cl	x	-6	2	27	6	x	5	1	0.1	x
CCc1cc2cc(C)ccc2nc1SCC(=O)NC1CCCC1	-9	-1	-19	12	10	3	-14	3	0.0	0
Cc1nn(C/C(C#N)=N\O)c(C)[n+]1N	-30	-5	-7	-2	10	6	1	3	-0.7	3
COCCCNC(=S)N1CCN(C(=O)C(=O)Nc2ccc(C(=O)OC)cc2)CC1	0	-22	-16	-1	-34	-2	10	-1	-0.4	-5
COc1ccccc1CN1CC(C(=O)N(C)Cc2ccncc2C)CCC1=O (stereo not given)	-13	0	5	16	-2	5	-7	-4	0.0	6
O=C(Nc1ccccc1)N1CCCC(CNS(=O)(=O)Cc2ccccc2)C1 (stereo not given)	-27	1	-13	30	21	-1	4	0	1.0	-11
c1ccc(OCCSc2nnnn2C2CCCCC2)cc1	-131	27	-122	5	46	4	11	-9	1.7	0
CCN(CC)C(=O)/C(=C/c1ccc(F)cc1)NC(C)=O	-11	4	15	36	-3	2	-11	5	0.2	-2
CC1CCCCC1NC(=O)CCc1nc2sc3c(c2c(=O)[nH]1)CCCC3 (stereo not given)	x	16	8	12	14	x	-5	17	0.2	x
CCCCNC(=S)N=Nc1c(O)n(Cc2ccccc2)c2ccccc12	-7	-4	4	3	6	1	-2	22	0.4	0
CCn1c(COc2ccc(Cl)c(C)c2)nnc1SCC(=O)N1CCCC1	-5	7	8	9	21	5	-2	-5	-1.3	1
COC(=O)C1=C(C)Nc2nc3ccccc3n2C1c1ccccc1F (stereo not given)	-11	-18	-26	34	-27	5	1	1	0.9	9
Cc1nn(-c2ccc(C(=O)O)cc2)c(=O)c2ccccc12	-8	7	-26	23	26	7	0	11	-0.5	-4

Continued.
SMILES	KLF5 inh	HSF1 inhib	aSyn 5UTR inh	AI-2 QS mod	HSF-1 act	HSP90 inh	Platelet DG rel	SKKanGAS inh	HIF act	IEC-6 cytotox
O=C(COC(=O)c1cc(=O)c2ccccc2o1)NCC1CCCCC1	-11	-2	14	7	-3	3	11	0	0.1	-2
CCNc1c(NS(=O)(=O)c2ccc(OC)cc2)c(=O)oc2ccccc12	-38	21	-10	x	36	-4	13	7	1.1	6
Cc1ccc2[nH]c(=O)c(CN(CCCO)S(=O)(=O)c3c(C)ccc4nsnc34)cc2c1	0	-2	0	35	0	2	2	1	-0.6	3
CC(C)N(Cc1ccccc1)C(=O)c1cccs1	-53	-7	22	0	-4	-6	2	4	-0.1	-12
COc1ccc(OC)c(NC(=O)CSc2nnnn2C2CCCC2)c1	-27	-3	7	7	10	0	4	-1	1.0	-4
CC(C)c1ccc(CNn2cnnc2)cc1	-12	-8	-2	x	-1	-1	3	-1	0.0	-4
COc1ccc(C[C@H]2CN3C(=NC[C@H]3Cc3ccccc3)N2CCNC(=O)c2ccc(C)c(Br)c2)cc1	x	10	28	38	-2	x	1	-1	2.2	x
O=C(CSc1nnc(SCc2ccc(Cl)cc2)s1)N/N=C/c1ccccc1C(=O)O	-10	8	4	6	8	8	-10	-2	-0.4	1
COC(=O)c1cc(S(=O)(=O)NCc2ccccc2)cn1C	-15	7	10	10	9	-2	26	-3	0.1	2
COc1ccc(NCC(=O)n2c(C)c(C)c3ccccc32)cc1OC	1	-7	35	-7	-22	8	9	-2	-0.1	4
COc1ccc(N(CC(=O)NCc2ccccc2)S(C)(=O)=O)cc1	7	3	-23	15	12	-9	-12	1	x	6
N#Cc1cc2ccccc2nc1SCC(=O)Nc1ccc(S(=O)(=O)N2CCCC2)cc1	-29	14	32	18	28	-1	2	4	-0.5	6
CC(=O)Nc1nc(-c2ccc3ccccc3c2)cs1	-140	43	-143	12	87*	3	-1	-6	3.4	8
O=C(COc1ccc2ccccc2c1)N1CCCC1	-57	9	-68	11	10	-4	-1	-7	3.9	-7
CCOC(=O)c1ccc(OCC2NCCc3cc(OC)c(OC)cc32)cc1 (stereo not given)	-27	5	12	-9	12	3	6	-6	0.6	1
NC(=O)C(c1ccc(Cl)cc1)c1ccc(Sc2ccccc2)nn1 (stereo not given)	3	-1	-17	-71	19	-1	16	-4	0.1	3
COCCNC(=O)CN1C(=O)COc2ccc(S(=O)(=O)N3CCCCCC3)cc21	-20	-1	-17	17	6	4	-2	-5	-0.2	4
CCOC(=O)C1(CC2CCCCO2)CCN(Cc2nccn2-c2cccc(C)c2)CC1 (stereo not given)	-17	-3	-5	8	1	0	3	-9	-0.5	3
CCOC(=O)C1=C(N2CCCCC2)c2cc3c(n2C1=O)CCCC3	-20	4	10	4	3	1	28	7	-0.1	0
O=C1OC(c2ccc(Cl)cc2)=N/C1=C\c1cccnc1	-7	1	-27	21	-5	2	14	-2	0.0	-5
O=C(NC1CCCCC1)c1ccc(-c2ccccc2)cc1	x	0	-2	34	6	x	2	-14	0.0	x
CCn1c(Cc2cccc3ccccc23)nnc1SCC(=O)Nc1nccs1	-16	-3	11	5	-25	-3	3	-1	-0.3	-12
CCOc1cc(S(=O)(=O)n2ccc(C)n2)ccc1Br	-7	-4	-7	2	0	0	7	-10	0.0	2
CCn1c(C(=O)N2CCC(C(=O)NCc3cccs3)CC2)cc2sccc21	18	-3	3	13	-12	-2	-1	-4	0.3	2
Cc1nc2ccc(NC(=O)c3ccc(S(=O)(=O)N(C)c4ccccc4)cc3)cc2s1	-3	-2	18	12	0	-5	10	9	-0.1	6

Next results.
SMILES	KLF5 inh	HSF1 inhib	aSyn 5UTR inh	AI-2 QS mod	HSF-1 act	HSP90 inh	Platelet DG rel	SKKanGAS inh	HIF act	IEC-6 cytotox
COc1ccc(NC(=O)c2nc[nH]c2C(=O)NCc2ccccc2)cc1	x	5	23	22	5	x	-2	13	-0.7	x
O=C(NNc1nc2cc3c(cc2s1)OCO3)c1cccc(F)c1	-25	8	-51	-88*	10	-5	-29	-8	2.0	2
CCOc1ccc(NS(=O)(=O)c2ccc(C(=O)N3CCCCC3)cc2)cc1	-25	-4	-5	2	-3	1	-15	-1	-0.3	3
CCCCOc1ccc(NC(=O)Nc2nnc(C)s2)cc1	-8	2	2	27	-17	-1	-1	-2	-0.6	10
CN(C)C(CNC(=O)c1ccc(NC(=O)c2cccs2)cc1)c1ccccc1 (stereo not given)	-36	-1	-16	19	6	-4	13	1	0.9	-4
CCCCSc1cnn(-c2ccccc2)c(=O)c1SCCCC	4	-2	9	19	-2	0	0	31	0.1	-1
Cc1cccc(NC(=O)c2cc(NC(=O)c3ccco3)ccc2N2CCCCC2)c1	-14	6	12	3	20	1	-7	-11	-0.2	5
O=C(COC(=O)c1cc(S(=O)(=O)N2CCOCC2)ccc1F)c1ccc[nH]1	-20	-6	4	30	5	0	-18	-4	-0.7	9
Cc1ccc(NC2=NC3(CCCC3)N=C(N)N2)c(C)c1	15	66	16	9	83*	3	-7	-8	0.3	3
Cc1[nH]c2ccccc2c1Cc1nnc(SCC(=O)NCc2ccco2)o1	-34	-14	11	32	-10	-4	1	-4	-0.3	1
COc1ccccc1N1CCN(Cc2nc3ccsc3c(=O)[nH]2)CC1	4	2	13	2	-15	0	-33	-1	-0.1	-4
O=C(Cn1nnc2c(cnn2-c2ccc(F)cc2)c1=O)Nc1ccccc1C(F)(F)F	-11	-25	10	21	-41	-1	2	-12	-2.0	4
COc1ccccc1CNC(=O)CSc1nc2c(oc3ccccc32)c(=O)n1CC1CCCO1 (stereo not given)	x	-2	3	10	2	x	18	-13	0.0	x
O=C(NCc1ccccc1)C1CCCN(C(=O)NCc2ccccc2)C1 (stereo not given)	-40	3	-32	35	-13	-4	4	2	0.0	4
CCN(Cc1ccccc1)Cc1c(F)cccc1F	-18	-3	16	7	-5	-3	-1	-3	0.0	-8
O=C(NCc1csc(-c2ccccc2)n1)c1ccco1	-18	10	-85	24	43	-2	9	2	3.9	2
C=CCOc1ccc(/C=C/C(=O)OCC(=O)NC(C)c2ccc(F)cc2)cc1 (stereo not given)	x	6	6	-3	17	x	0	-13	-2.0	x
CCOC(=O)Cn1nc(C)c(NC(=O)COc2ccccc2)c1C	-11	-2	-12	28	-3	3	-1	5	-0.5	4
CNC(=O)C1CCN(S(=O)(=O)c2c(C)noc2/C=C/N(C)C)CC1	7	-3	2	-4	10	10	-4	2	-0.4	3
CCn1c(NCc2cc(OC)ccc2OC)nc2ccccc21	-25	5	-35	13	21	5	-1	-11	1.8	9
Cc1cc(N2C(=O)C(O)=C(C(=O)c3cccs3)C2c2ccccc2)no1 (stereo not given)	-26	0	-4	12	15	-1	-1	5	0.8	5
Cc1ccc(NS(=O)(=O)c2cccc(C(=O)NCc3ccccn3)c2)cc1	x	7	17	11	1	x	-3	-3	-0.7	x
O=c1c2ccccc2nc(COc2ccccc2)n1/N=C/c1cn[nH]c1-c1ccccc1	-21	-18	13	10	4	0	-6	8	0.2	-2
COc1ccc(/C=C2/N=C(SC)NC2=O)cc1OC	3	2	1	7	5	8	-9	-5	0.4	9
Fc1ccc(N/N=C/c2cccnc2)c(F)c1	-17	9	-114	8	17	-4	15	-17	2.2	5
Cc1ccccc1-c1noc(-c2ccccc2C(=O)N2CCCC2)n1	-4	5	17	17	13	4	5	-4	-0.5	8
